Screens as filed in PubChem.
PLC-beta3 inh – human PLC-beta3 inhibitors, primary screen, biochemical, fluorescence; 1-phosphatidylinositol 4,5-bisphosphate phosphodiesterase beta-3 (Homo sapiens), Q01970; Purified PLC-beta3, fluorogenic substrate; inhibition, % at 12.2 µM; hit rate 0.18% among 370,000; AID 720704, 2013; in the data active = inhibition above about 11%;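 also: 0% = median of compound wells on plate and 100% = full blocker control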
Target sequence (Q01970 whole entry, looked up): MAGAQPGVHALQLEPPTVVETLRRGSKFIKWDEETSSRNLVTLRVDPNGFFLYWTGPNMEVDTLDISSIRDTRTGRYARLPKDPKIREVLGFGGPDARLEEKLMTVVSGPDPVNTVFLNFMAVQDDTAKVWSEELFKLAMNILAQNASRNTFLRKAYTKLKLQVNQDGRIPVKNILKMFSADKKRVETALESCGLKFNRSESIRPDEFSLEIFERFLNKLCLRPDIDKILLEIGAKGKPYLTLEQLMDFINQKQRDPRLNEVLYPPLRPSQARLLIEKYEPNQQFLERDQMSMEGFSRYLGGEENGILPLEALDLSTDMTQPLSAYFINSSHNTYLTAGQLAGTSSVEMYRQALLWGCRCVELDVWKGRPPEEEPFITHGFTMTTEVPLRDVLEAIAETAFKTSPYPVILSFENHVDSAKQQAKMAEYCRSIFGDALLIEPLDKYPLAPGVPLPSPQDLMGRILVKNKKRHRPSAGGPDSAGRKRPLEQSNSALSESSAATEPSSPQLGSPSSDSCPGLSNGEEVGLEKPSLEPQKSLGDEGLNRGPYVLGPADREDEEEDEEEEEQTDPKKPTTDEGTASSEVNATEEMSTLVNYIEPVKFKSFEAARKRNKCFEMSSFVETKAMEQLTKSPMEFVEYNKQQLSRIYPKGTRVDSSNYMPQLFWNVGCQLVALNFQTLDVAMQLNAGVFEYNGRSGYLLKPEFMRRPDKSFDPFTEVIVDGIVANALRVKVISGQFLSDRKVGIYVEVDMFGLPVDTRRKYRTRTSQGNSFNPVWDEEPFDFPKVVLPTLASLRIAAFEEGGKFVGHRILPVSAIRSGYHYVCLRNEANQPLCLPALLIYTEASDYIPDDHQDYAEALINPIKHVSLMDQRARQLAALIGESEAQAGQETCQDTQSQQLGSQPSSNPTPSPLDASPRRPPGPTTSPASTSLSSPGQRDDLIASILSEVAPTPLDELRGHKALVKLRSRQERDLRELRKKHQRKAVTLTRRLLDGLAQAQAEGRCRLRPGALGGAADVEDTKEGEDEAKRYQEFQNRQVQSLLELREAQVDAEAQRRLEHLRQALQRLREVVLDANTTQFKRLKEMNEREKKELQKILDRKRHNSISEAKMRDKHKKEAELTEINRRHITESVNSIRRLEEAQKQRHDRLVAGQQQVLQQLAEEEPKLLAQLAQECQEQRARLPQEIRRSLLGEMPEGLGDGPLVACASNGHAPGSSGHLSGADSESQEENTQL
DDE Tn7 FP inh – inhibitors of Tn7 peptide binding to fibrin DD(E), primary screen, biochemical, fluorescence polarization, human fibrin, Tn7 probe. AID 720508, 2013. FP displacement of FITC-Tn7 peptide from fibrin DD(E); 0% = median of compound wells per plate. Fibrinogen beta chain (Homo sapiens), P02675. inhibition, % at 8.3 µM. hit rate 0.13% among 370,000;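 active = inhibition above the mean of compounds falling within the control limits plus 3 SD of them, cut at about 14% in these data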;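 also: 0% = plate median of compound wells and 100% = 10 µM Aha-Tn7 peptide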
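Test system – human fibrin DD(E) · Times – 10 min preincubation, 3 h with tracer, room temperature · Detection – fluorescence polarization of the labelled Tn7 tracer · Measure – percent inhibition normalized to high-control wells · Benchmarks – high control wells with 10 µM unlabelled Aha-Tn7 peptide (full inhibition) · Repeats – singlicate testing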
SIAE inh – human SIAE inhibitors, primary screen, biochemical, fluorescence polarization, FP-Rh probe, 1536-well HTS; AID 1053197, 2014; inhibition, % at 9.66 µM; Sialate O-acetylesterase (Homo sapiens), Q9HAT2; SIAE FP-Rh probe binding; hit rate 0.69% among 370,000;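 active = inhibition above a cutoff: mean of compounds within the control limits plus 3 SD of those, cut at about 17% in these data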;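 also: 0% = plate median of compound wells and 100% = probe without SIAE protein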
TDP2 absorb – human TDP2 enzyme inhibitors, primary screen, biochemical, epi absorbance, recombinant enzyme; hit rate 0.34% among 370,000; T5PNP hydrolysis, p-nitrophenol absorbance 415 nm; inhibition, % at 12.8 µM; Tyrosyl-DNA phosphodiesterase 2 (Homo sapiens), O95551; AID 720702, 2013;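 active = inhibition above the mean of all tested compounds plus 3 SD, set per campaign, cut at about 25% in these data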;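 also: 0% = DMSO with enzyme and 100% = buffer with substrate but no TDP2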
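Read-out basis: percent inhibition. System: recombinant human TDP2. Buffer or medium: Mg2+-containing Tris-HCl buffer, pH 7.5. Repeats: single replicate. Timing: reaction 2 h, 37 °C. Benchmarks: high control without enzyme, low control DMSO plus TDP2. Probe or stimulus: 5 mM T5PNP. Doses: 12.8 µM only. Measured by: epi absorbance of p-nitrophenol freed from T5PNP by hydrolysis.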
ADAM17 inh – ADAM17 inhibitors, primary screen, biochemical, QFRET. Disintegrin and metalloproteinase domain-containing protein 17 (Homo sapiens), P78536. AID 720648, 2013. hit rate 0.83% among 370,000. inhibition, % at 6.95 µM. recombinant ADAM17, EDANS/DABCYL FRET peptide cleavage;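 active = inhibition above the mean of compounds lying between control limits plus 3 SD, set per campaign, cut at about 8.5% in these data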;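 also: 0% = DMSO-only wells as the low control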
ADAM10 inh – human ADAM10 inhibitors, primary screen, biochemical, QFRET, HTS; Disintegrin and metalloproteinase domain-containing protein 10 (Homo sapiens), O14672; recombinant ADAM10, EDANS/DABCYL FRET peptide cleavage, 3 h; inhibition, % at 7 µM; hit rate 0.62% among 370,000; AID 720582, 2013;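 active = inhibition above a per-campaign cutoff equal to the mean of compounds falling between control-based bounds plus 3 SD, cut at about 20% in these data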;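 also: 0% = DMSO wells while the 100% control is not disclosed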
ARFGAP1 inh – inhibitors of rat ARFGAP1 GAP activity, primary screen, biochemical, fluorescence polarization, GDP tracer; Arfgap1-stimulated ARF1 GTP hydrolysis, GDP FP detection; hit rate 0.26% among 360,000; ADP-ribosylation factor GTPase-activating protein 1 (Rattus norvegicus), Q62848; inhibition, % at 16.5 µM;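 active = inhibition above a per-plate limit, mean inhibition of low control wells plus 3 SD, cut at about 25% in these data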;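 also: 0% = DMSO wells with enzyme and 100% = wells lacking Arfgap1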
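Repeats: one replicate per compound; assay system: rat Arfgap1 catalytic domain, aa 1-136; times: enzyme reaction 120 min at 25 °C after 20 min preincubation; detection: FP of antibody-bound GDP Alexa 633 tracer, ex 620/em 688 nm; benchmarks: high control wells lacking Arfgap1, low control full reaction with DMSO; reagent: human ARF1(Δ1-17)-GTP substrate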
ASAP1 inh – inhibitors of human ASAP1 ArfGAP activity, primary screen, biochemical, fluorescence polarization; ASAP1-stimulated ARF1 GTP hydrolysis, GDP FP detection; inhibition, % at 16.5 µM; hit rate 0.19% among 360,000; AID 624377, 2012; in the data active = inhibition above about 25%;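 also: 0% = vehicle with enzyme and substrate and 100% = no enzyme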
PLC-gamma1 inh – PLC-gamma1 enzyme inhibitors, primary screen, biochemical, fluorescence, purified enzyme | 1-phosphatidylinositol 4,5-bisphosphate phosphodiesterase gamma-1 (Homo sapiens), P19174 | fluorogenic substrate | inhibition, % at 12.2 µM | hit rate 0.84% among 370,000; in the data active = inhibition above about 9.5%
DDE Tn6 FP inh – inhibitors of Tn6 peptide binding to fibrin DD(E), primary screen, biochemical, fluorescence polarization, human fibrin, Tn6 probe. hit rate 0.21% among 370,000. Fibrin DD(E) TRITC-Tn6 fluorescence polarization displacement. inhibition, % at 8.3 µM. Fibrinogen beta chain (Homo sapiens), P02675;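 active = inhibition above a per-campaign cutoff: mean of compounds within control limits plus 3 SD, cut at about 15% in these data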;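 also: 0% = median of all compound wells on the plate and 100% = blocking peptide control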
* marks the source's active call; other numbers are inactive results; . = no result given.

SMILES	PLC-beta3 inh	DDE Tn7 FP inh	SIAE inh	TDP2 absorb	ADAM17 inh	ADAM10 inh	ARFGAP1 inh	ASAP1 inh	PLC-gamma1 inh	DDE Tn6 FP inh
O=C(C1=C[C@H](C2CCCCC2)C[C@H](OCCCCO)O1)N1CCOCC1	-2	0	6	-1	-5	5	-14	5	0	3
O=C(O)Cc1ccc(NC(=O)Nc2cccc3ccccc23)cc1	-54	-5	-1	-3	-23	-52	11	0	-56	2
O=C(c1ccc(NC(=O)C2(c3ccccc3)CCCC2)cc1)N1CCOCC1	-3	8	5	8	0	6	7	1	2	6
O=C(CCc1ccccc1)Nc1ccccc1OC(=O)c1ccccc1	3	-7	0	-14	3	5	8	1	1	1
COc1ccc(N2C3=[N+](CCCC3)CC2(C)O)cc1 (stereo not given)	6	0	8	-2	0	5	3	-3	3	4
COc1ccc(NC(=O)Nc2ccc(Br)c(C)c2)cc1	-4	0	3	8	1	-1	-1	7	4	12
Cc1cccc(NC(=O)CN2C(=O)S/C(=C\c3cc(C)n(C)c3C)C2=O)c1	-25	8	-13	-4	-4	-13	-4	4	-28	3
O=C(/C=C/c1cccc(Cl)c1)NCc1ccncc1	-2	5	-17	2	-4	4	5	3	-1	5
CCOc1cccc(-c2nc3cc(C)ccc3o2)c1	10	0	-3	14	6	8	0	-10	3	-1
O=C(c1cn(Cc2ccccc2)nc1-c1cccnc1)N1CCc2ccccc2C1	-5	2	5	-9	1	-19	-4	-5	-1	-2
O=C(CSc1nncn1-c1ccccc1)Nc1ccccc1F	-2	-1	-2	-5	-3	-2	3	-15	-2	4
O=C(COn1nnc2ccc(Cl)cc21)Nc1ccc(F)cc1	-4	4	-10	-2	-2	1	-1	-5	-1	9
CCOC(=O)c1c(C)c(C(=O)NCCc2ccccc2)c(C)n1C	0	5	3	9	-3	-4	-1	2	1	7
Cc1nnc2c(NC(C)C)nc3ccccc3n12	1	0	1	4	0	-3	-1	-1	2	10
CC12C=CC3(O1)C(C(=O)N(c1ccccc1)C3C(=O)NC1CCCC1)C2C(N)=O (stereo not given)	1	-9	-7	-11	7	1	11	-3	4	-5
CC(=O)NC(=S)NNC(=O)C(c1ccccc1)c1ccccc1	-1	2	12	2	1	-1	1	5	3	1
COc1ccc(/C=C2\C(=O)ON=C2c2cccc([N+](=O)[O-])c2)cc1	3	4	-1	-7	-4	1	10	1	9	-4
CC1CCCCC1NC(=O)CCC(=O)N1CCOc2ccc(Cl)cc21 (stereo not given)	-6	6	9	4	0	1	15	3	0	-4
O=C(NCCCO)/C(=C\c1cn(-c2ccccc2)nc1-c1cccnc1)NC(=O)c1ccccc1	-6	-4	-1	10	0	2	8	-3	-6	0
N=c1c2c(n(Cc3ccc([N+](=O)[O-])cc3)c3c1CCC3)CCCC2	-3	-1	-3	3	-3	-1	-5	-12	3	0
CCn1ncc(C(=O)Nc2cc(C)on2)c1C	4	-8	0	10	-3	3	13	-3	1	-5
COc1ccc(C(C)=O)cc1COC(=O)c1ccc2c(c1)OCO2	1	4	-11	0	-1	0	-4	1	-2	1
COC1=C[C@H](C(=O)NC2CCN(Cc3ccccc3)CC2)[C@H](C)[C@@H](c2ccccc2)CC1=O	1	6	-6	1	-2	-5	.	.	0	4
c1ccc(CSc2ncccn2)cc1	1	2	3	-10	-3	-4	0	-11	0	3
COCCn1c(=S)[nH]c2cc(C(=O)N3CC(C)CC(C)C3)ccc2c1=O (stereo not given)	-5	-5	1	4	0	-13	16	-10	3	-4

Two records picked at random from the list so far:
SMILES	PLC-beta3 inh	DDE Tn7 FP inh	SIAE inh	TDP2 absorb	ADAM17 inh	ADAM10 inh	ARFGAP1 inh	ASAP1 inh	PLC-gamma1 inh	DDE Tn6 FP inh
CCn1ncc(C(=O)Nc2cc(C)on2)c1C	4	-8	0	10	-3	3	13	-3	1	-5
COc1ccc(N2C3=[N+](CCCC3)CC2(C)O)cc1 (stereo not given)	6	0	8	-2	0	5	3	-3	3	4

Next part.
SMILES	PLC-beta3 inh	DDE Tn7 FP inh	SIAE inh	TDP2 absorb	ADAM17 inh	ADAM10 inh	ARFGAP1 inh	ASAP1 inh	PLC-gamma1 inh	DDE Tn6 FP inh
CCOC(=O)Cc1csc(NC(=O)c2cccc(N3C(=O)CCC3=O)c2)n1	-1	-1	.	-12	-1	1	-4	4	0	-5
Cc1ccc(NC(=O)N2CCC(c3nc4c(nnn4Cc4cccc(Cl)c4)c(=O)[nH]3)CC2)cc1	0	0	-7	-10	4	14	-9	6	8	-3
CCN(CC)c1ccc(NC(=O)CSC(=O)c2ccccc2)cc1	-6	1	2	-8	3	-1	-14	24	-3	-4
Cc1ccc(CNC(=O)C2CCCN(S(C)(=O)=O)C2)cc1 (stereo not given)	1	1	-6	8	-2	3	-36	8	1	-2
COc1ccc(C(CC(=O)Nc2ccc(Cl)cc2F)NC(=O)C(F)(F)F)cc1 (stereo not given)	3	0	4	9	-3	3	-4	18	2	1
Cc1cccc(N(C(=O)Cn2nnc3ccccc32)C(C(=O)NC(C)(C)C)c2ccsc2)c1C (stereo not given)	3	7	5	-2	-1	2	12	11	0	2
Cc1ccc(C(=O)N/C(=C\c2sccc2C)C(=O)NCCCN2CCOCC2)cc1	-5	-5	-4	12	0	-1	4	-16	0	-4
CCOC(=O)c1nnc(-c2ccc(C)cc2)nc1N1CCSCC1	2	8	-1	9	-2	-5	-22	-2	3	-2
CCCCC(=O)NC(c1ccc(N(CC)CC)cc1)c1ccc2cccnc2c1O (stereo not given)	-6	-8	18*	-16	-2	-1	-4	9	1	-7
CC(CCn1cccn1)NC(=O)CCc1nnc(C2CCCCC2)o1 (stereo not given)	2	1	8	2	-3	-6	-1	-1	-3	5
CCOC(=O)c1cnc(SCC(=O)NCc2ccco2)nc1N	3	0	1	12	-3	2	8	11	6	2
CCOC(=O)C1=C(COC(=O)Cc2ccc(Cl)cc2)NC(=O)NC1C (stereo not given)	0	1	5	8	0	6	8	-19	3	3
CCNC(=O)CN(c1ccc(F)cc1)S(=O)(=O)c1ccc2c(c1)OCCO2	-2	0	6	1	-1	-3	-6	-4	0	1
CCn1cc(CNCc2cn(C)nc2-c2ccc(C3CCCCC3)cc2)cn1	-13	-3	0	-2	-5	-2	-8	-13	0	-2
Cc1cc(Cl)c2oc(C(=O)N3CCOCC3)c(C)c2c1	6	-2	0	-5	2	-1	0	-6	2	5
N#CNC(=Nc1ccccc1F)SCc1ccc(C(=O)O)cc1	1	3	5	1	-2	-10	5	-5	0	-2
Cc1ccc(Cn2c(C3CCCN3c3nc(-c4ccc(F)cc4)cs3)nc3cc(C(=O)NCCCO)ccc32)cc1 (stereo not given)	-3	-7	-15	0	4	9	5	-1	-1	3
C=CCOc1ccc(/C=C/C(=O)OCC(=O)NCC2CCCCC2)cc1	-12	-5	2	-16	0	-3	7	-3	1	2
CNC(=S)N1CCN(c2ccc([N+](=O)[O-])cc2)CC1	0	4	-1	-17	-1	-1	1	1	-3	0
CCOC(=O)C1CCN(CC(=O)Nc2c(C(=O)OC)[nH]c3cccc(Cl)c23)CC1	-6	3	-3	-8	-4	-2	0	9	-2	1
O=C(Nc1cccc(C(=O)O)c1)/C(=C\c1ccc2c(c1)OCO2)NC(=O)c1ccccc1Cl	-8	0	1	-2	2	-15	13	4	1	-2
Nc1ccc2nc(CCCO)[nH]c2c1	-16	4	-1	-1	-5	-3	1	-5	-7	6
O=C(Cn1c(CN2CCCCC2)nc2ccccc2c1=O)Nc1ccccc1	2	3	0	7	-1	3	10	-3	0	3
O=C1CC(N2CCN(c3ccccc3)CC2)C(=O)N1c1ccc2c(c1)OCO2 (stereo not given)	-3	8	1	9	1	4	-9	11	2	-8
COc1ccc(/C=N\N2CCN(Cc3ccccc3Cl)CC2)cc1	-4	6	2	3	-3	-2	2	0	-1	-3

The results go on:
SMILES	PLC-beta3 inh	DDE Tn7 FP inh	SIAE inh	TDP2 absorb	ADAM17 inh	ADAM10 inh	ARFGAP1 inh	ASAP1 inh	PLC-gamma1 inh	DDE Tn6 FP inh
O=C(NC(c1ccccc1)c1ccsc1)C1CCN(CCOc2ccc(Cl)cc2Cl)CC1 (stereo not given)	1	1	6	5	-1	4	-3	-3	0	10
Nn1c(SCC(=O)Nc2nccs2)nnc1C1CC1	-3	0	1	-2	0	1	13	6	1	-1
CCOc1ccc(Br)cc1CSC(=N)N	1	3	3	3	-2	2	-15	9	1	-2
O=C1COc2ccc(S(=O)(=O)NCCc3ccc(Cl)cc3)cc2N1	-4	-2	4	5	0	0	4	8	-1	4
CC[C@H](C)[C@@H]1NC(=O)[C@@H](CC(C)C)NC(=O)[C@H](C(C)C)NC(=O)[C@H]2CSSC[C@H](NC1=O)C(=O)N2	-4	3	-2	0	2	-10	9	-6	0	-1
Cc1nc2c(OCc3ccc(F)cc3)cccn2c1N(C)C(=O)CCC1CCCC1	-4	-9	8	-7	-4	-9	13	4	-1	-4
O=C1c2ccccc2NC(c2cn[nH]c2-c2ccc(Cl)cc2)N1O (stereo not given)	-8	-1	-7	3	-5	-23	2	20	-10	-9
O=C(NCCc1ccc(F)cc1)c1ccc(S(=O)(=O)N2CCCCC2)cc1	2	5	2	-1	-1	0	-12	-4	-2	0
CCCCCC1CCC(C(=O)N2CCOCC2)CC1 (stereo not given)	-4	-1	-4	-11	-4	6	-1	-8	1	1
CC(C)CC(N)c1csc(NC(=O)C(c2ccccc2)c2ccccc2)n1 (stereo not given)	2	-2	4	-7	2	5	14	10	1	-4
